# Anesthetic bind = qHTS Assay for Identification of Novel General Anesthetics. Ferritin light chain (Equus caballus), P02791. apoferritin/1-aminoanthracene competitive binding, fluorescence. Potency, µM (top dose mostly 77.5 µM), for the others: at the highest dose activity change, negative = displacement, usual class: inhibitors. 350,000 compounds, 0.074% hits; also: potency is read from the fitted curve at half-maximal effect; % is scaled to controls: 0 for no effect and ±100 for the full control effect; nearly all actives have a fitted effect of over 20% in size
# Target sequence (P02791 2-175 limits assumed): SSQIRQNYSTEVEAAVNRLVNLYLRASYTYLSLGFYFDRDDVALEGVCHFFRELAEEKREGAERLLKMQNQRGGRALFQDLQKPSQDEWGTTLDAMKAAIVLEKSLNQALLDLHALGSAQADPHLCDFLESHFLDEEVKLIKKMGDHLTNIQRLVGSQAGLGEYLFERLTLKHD
#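 Read-out: endpoint 1-AMA fluorescence, excitation 380 nm and emission 535 nm, after compounds sit 10 min at room temperature with 10 uM horse-spleen apoferritin in 50% saturated 1-AMA/PBS. Values come from four-parameter Hill fits.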
# TRHR ag = qHTS for Small Molecule Agonists and Allosteric Enhancers of Human TRH Receptor: Primary Screen for Agonists | 360,000 compounds, 0.18% hits | TRHR cells, calcium flux fluo-8, FDSS agonist mode | activation, % at 2 µM | Thyrotropin-releasing hormone receptor (Homo sapiens), P34981; in the data active = activation above about 30%; also: 0% is about no effect
# Target sequence (P34981 whole entry, looked up): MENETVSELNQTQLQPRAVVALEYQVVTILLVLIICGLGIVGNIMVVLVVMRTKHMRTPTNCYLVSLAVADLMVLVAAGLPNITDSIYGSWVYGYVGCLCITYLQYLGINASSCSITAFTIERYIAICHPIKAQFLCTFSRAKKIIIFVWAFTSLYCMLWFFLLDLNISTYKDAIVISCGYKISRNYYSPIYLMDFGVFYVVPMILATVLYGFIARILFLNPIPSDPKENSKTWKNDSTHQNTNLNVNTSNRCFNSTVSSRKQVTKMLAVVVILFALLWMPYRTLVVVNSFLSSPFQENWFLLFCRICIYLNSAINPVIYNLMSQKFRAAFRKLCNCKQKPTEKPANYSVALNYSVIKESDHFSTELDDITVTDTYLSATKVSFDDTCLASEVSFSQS
#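 Agonist-mode FDSS calcium read (Ex 480/Em 530, 1 s cycles) in 1536-well TRHR cells with fluo-8 dye, after 10-cycle baseline and 23 nL compound addition; TRH at EC20 (10 nM final) added afterwards for the enhancer phase.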
# D1 agonist = Allosteric Agonists of the Human D1 Dopamine Receptor: qHTS. HEK293 T-REx D1 cells, calcium flux, agonist mode. activation, % at 2 µM. 360,000 compounds, 1% hits. AID 504660, 2011; in the data active = activation above about 30%; also: 0% is about no effect
# Target sequence (P21728 whole entry, looked up): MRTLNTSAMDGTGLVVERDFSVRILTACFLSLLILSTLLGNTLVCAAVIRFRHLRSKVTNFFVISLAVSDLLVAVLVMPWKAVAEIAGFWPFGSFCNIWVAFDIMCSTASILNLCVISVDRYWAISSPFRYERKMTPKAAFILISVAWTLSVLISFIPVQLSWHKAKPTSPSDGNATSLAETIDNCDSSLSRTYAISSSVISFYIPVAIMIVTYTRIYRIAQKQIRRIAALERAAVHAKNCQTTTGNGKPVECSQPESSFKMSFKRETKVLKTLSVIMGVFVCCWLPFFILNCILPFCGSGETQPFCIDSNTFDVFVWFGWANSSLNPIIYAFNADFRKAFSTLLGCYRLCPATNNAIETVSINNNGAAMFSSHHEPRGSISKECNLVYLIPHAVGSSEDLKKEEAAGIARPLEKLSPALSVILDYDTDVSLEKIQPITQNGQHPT
#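 Agonism was scored from calcium flux recorded over 180 s (1 read/s) after pintool compound addition, following a 10-cycle baseline. Cells were inducible force-coupled HEK293 TREx D1, plated overnight at 30 C and loaded with no-wash calcium dye.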
# TRHR enhancer = qHTS for Small Molecule Agonists and Allosteric Enhancers of Human TRH Receptor: Primary Screen for Enhancers. TRHR cells, fluo-8 calcium fluorescence, EC20 TRH enhancement. enhancement, % at 2 µM. 360,000 compounds, 0.66% hits. AID 493056, 2011; in the data active = enhancement above about 30%; also: 0% is about no effect
#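 Enhancer read-out: after compound pinning and an initial kinetic agonist-mode read, an EC20 of TRH (10 nM final) was injected and fluo-8 calcium signal (Ex 480/Em 530) followed at 1 s/cycle for 100 cycles in TRHR-expressing cells.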
# RXFP1 antagonist = qHTS Assay for Antagonists of the Relaxin Receptor RXFP1; activity change, negative = inhibition, % at 57.5 µM; 350,000 compounds, 0.59% hits; HEK293-RXFP1, relaxin-stimulated cAMP HTRF, 30 min; active compounds read low; AID 1259400, 2018;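 active = activity change of -60% or lower, but not beyond a set lower limit; inconclusive = change between -60% and -40%, or beyond the set limit; inactive = change above -40%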; also: % is scaled to controls: 0 for no effect and ±100 for the full control effect
# RXFP1 ag = qHTS Assay for Agonists of the Relaxin Receptor RXFP1; Relaxin receptor 1 (Homo sapiens), Q9HBX9; HEK293T-RXFP1 cAMP TR-FRET, 30 min; response scale: percent of porcine relaxin response, buffer zero; Potency, µM (doses to about 57.5 µM), without a hit: at the top dose activation, actives largely listed as activators; 370,000 compounds, 0.3% hits; also: potency is read from the fitted curve at half-maximal effect; % is scaled to controls: 0 for no effect and ±100 for the full control effect; nearly all actives have a fitted effect of over 60% in size; many of its hits are not listed in these tables
#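 cAMP rise read by TR-FRET after 30 min, 37C compound exposure (up to 58 uM) in RXFP1-transfected HEK293 cells with Ro 20174 present. EC50 from Hill-equation fits, with 29 nM porcine relaxin as 100% and buffer as basal.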
# D1 antagonist = Antagonist of Human D 1 Dopamine Receptor: qHTS; D(1A) dopamine receptor (Homo sapiens), P21728; HEK293 TREx D1 cells, calcium flux, dopamine EC80; active compounds read low; activity change, negative = inhibition, % at 10 µM; 360,000 compounds, 3.2% hits; AID 504652, 2011; in the data active = activity change below about -30%; also: % is scaled to controls: 0 for no effect and ±100 for the full control effect
#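 Kinetic fluorescence of a calcium dye serves as the read-out. D1-expressing Hek293 Trex cells, induced overnight at 30 C, are exposed to compound for 180 s before an EC80 dopamine addition, then read 180 s further.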
# D2 potentiator = HTS Assay for Positive Allosteric Modulators of the Human D2 Dopamine Receptor: Primary Screen for Potentiators; D(2) dopamine receptor (Homo sapiens), P14416; HEK293 T-REx D2, calcium flux, EC20 dopamine potentiation; potentiation, % at 10 µM; 340,000 compounds, 0.34% hits; AID 485347, 2010;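 active = potentiation over 3 SD above the plate norm, cut at about 30% in these data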; also: 0% is about no effect
#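 Using a no-wash calcium dye in inducible, force-coupled HEK293 Trex cells expressing D2, we tracked fluorescence each second for 180 s after compound, then for 180 s after EC20 dopamine to detect augmented signalling.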
# D1 potentiator = Potentiators of Human D1 Dopamine Receptor: qHTS | HEK293 TREx D1 cells, calcium flux, dopamine EC20 potentiation | potentiation, % at 10 µM | 360,000 compounds, 0.036% hits | AID 504651, 2011; in the data active = potentiation above about 30%; also: 0% is about no effect
# An asterisk follows results filed as active; u = inconclusive; x = not tested or not shown; [ ] = another dose, or the depositor's remark. Unless noted, calls follow the shape of the dose curve; as a rule, active = well fitted curve in the direction sought with a large enough effect; inconclusive = small, poorly fitted or top-dose-only effect, or another doubt; inactive = no such curve, though single readings can be large; an effect the other way counts as inactive or inconclusive.
# Value order: Anesthetic bind	TRHR ag	D1 agonist	TRHR enhancer	RXFP1 antagonist	RXFP1 ag	D1 antagonist	D2 potentiator	D1 potentiator
CC(=O)c1ccc(S(=O)(=O)N2CCn3cccc3C2c2ccc(F)c(F)c2)cc1 (centres undefined)
  -9%	0.2	0	-3	-6	0.2%	x	-1	-2
CSc1nc2ccc(NC(=O)c3ccc(F)c(F)c3)cc2s1
  0%	0.3	2	0	-12	1.6%	-25	-5	-6
NC(=O)COC(=O)c1cccc2c1-c1ccccc1C2=O
  -13%	-0.1	-1	-3	15	0.7%	1	-6	-2
CN(CC(=O)Nc1cccc(F)c1)C(=O)c1ccccc1OCC(=O)Nc1cccc(C(F)(F)F)c1
  x	0.8	9	13	-16	-0.5%	-4	9	3
CCOc1ccc(NC(=O)NCc2c(-n3cccc3)sc3c2CCCC3)cc1
  -3%	-0.9	-2	-2	0	-6.0%	-23	3	2
CN(C(=O)COC(=O)c1cc2c(s1)CCCCC2)C1CCS(=O)(=O)C1 (centres undefined)
  -17%	0.4	5	12	1	0.6%	-5	-17	11
CCCC(c1nnnn1CCC(C)C)N1CCC(C(N)=O)CC1 (centres undefined)
  -9%	-0.2	1	5	1	0.2%	20	2	0
O=C(CSc1n[nH]c(-c2cccs2)n1)N1CCCc2ccccc21
  -15%	0.1	-1	0	-3	-0.5%	6	-8	-4
O=C(O)c1ccc(S(=O)(=O)N2CCc3ccccc3C2)cc1
  -4%	-0.3	0	1	-9	-0.1%	11	-5	-1
CC(C)(C)c1cccc(P(=O)(c2ccccc2)c2ccccc2)c1O
  -20%	0.2	1	0	-20	0.1%	14	12	-6
Cc1ccnc(NC(=O)COC(=O)C23CC4CC(CC(C4)C2)C3)n1
  -7%	0.7	5	2	3	0.6%	-13	3	-3
COc1ccc(NS(=O)(=O)c2cccc3cccnc23)cc1
  2%	-0.6	3	-3	8	0.2%	-2	-3	2
O=C1C[C@H](NC(=O)OCc2ccccc2)CO1
  x	-0.2	7	4	-1	1.4%	-8	3	x
CC1(C)CC(=O)C2=C(C1)Nc1cc3c(cc1C2c1ccc2c(c1)OCO2)OCO3 (centres undefined)
  119%[activator]	-0.5	2	6	-3	6.5%	-3	-1	2
CCN1CCN(C(=O)Cn2c(-c3cccs3)cc3ccccc32)CC1
  0%	0.0	2	1	-11	5.1%	-8	-3	4
Oc1ccc(N=Cc2c(O)ccc3ccccc23)cc1
  u	3.1	16	-5	11	1.6%	-7	9	0
COC(=O)CSc1nc(NC#N)nc(NC(C)(C)C)n1
  -1%	0.2	2	-1	-2	1.9%	-6	-3	-2
O=C(O)c1ccc2c(c1)nnn2C1CCCCC1
  -7%	-0.5	2	0	5	-0.6%	6	-1	6
CCN1CCCC1CNC(=O)c1ccc2c(c1)NC(=O)/C(=C\c1ccc(OC)c(OC)c1)S2 (centres undefined)
  -11%	0.0	3	2	8	-2.5%	24	-4	3
COc1cc(/C=C/C(=O)O)ccc1OS(=O)(=O)c1c(C)cc(C)cc1C
  x	0.3	3	13	0	2.1%	18	0	-4

# Just TRHR ag, D1 antagonist and Anesthetic bind, for some of the entries so far:
SMILES | TRHR ag | D1 antagonist | Anesthetic bind
CSc1nc2ccc(NC(=O)c3ccc(F)c(F)c3)cc2s1 | 0.3 | -25 | 0%
NC(=O)COC(=O)c1cccc2c1-c1ccccc1C2=O | -0.1 | 1 | -13%

# Continuation:
# Value order: Anesthetic bind	TRHR ag	D1 agonist	TRHR enhancer	RXFP1 antagonist	RXFP1 ag	D1 antagonist	D2 potentiator	D1 potentiator
O=C(CCN1CCCCC1)Nc1cccc(Br)c1
  -2%	1.6	2	5	1	1.3%	-1	-11	-12
Cn1c(-c2ccccc2)c(/C=N/NC(=O)c2ccc(O)cc2)c2ccccc21
  156%[activator]	0.2	4	2	-2	0.3%	7	1	1
Cc1onc(-c2ccccc2Cl)c1C(=O)N1CCCc2ccccc21
  -22%	-0.5	6	-4	13	0.4%	-2	x	-3
CCOC(=O)CC1C(=O)NCCN1C(=O)c1ccc(Cl)c(Cl)c1 (centres undefined)
  1%	-1.2	0	1	3	2.3%	5	13	2
CCOc1ccc(N2C(=O)NC(Cc3c[nH]c4ccccc34)C2=O)cc1 (centres undefined)
  -9%	-0.4	-1	7	-1	2.1%	1	4	2
Cc1ccc(C)c(NC(=O)Cn2cc(C(=O)c3ccncc3)c(=O)c3cc(F)ccc32)c1
  -1%	0.0	4	3	0	u	12	-13	0
CCCNC(=O)CN(C)S(=O)(=O)c1ccc(F)cc1
  6%	-3.1	4	9	x	0.3%	3	20	-2
BrC(=C\c1ccccc1)/C=N/Nc1nc2ccccc2[nH]1
  2%	-0.7	1	-3	x	-1.4%	-28	-4	-1
Cc1c(Cl)cccc1NC(=O)CSc1nc2ncc(Cl)cc2[nH]1
  -2%	0.4	14	5	6	24%	-22	-3	-4
CC1CSC(N(C(=O)c2ccc(S(C)(=O)=O)cc2)c2ccc(Cl)cc2)=N1 (centres undefined)
  -9%	1.5	5	-1	5	1.7%	-25	8	-12
COc1ccc(S(=O)(=O)n2nc(OC(=O)c3cccs3)cc2NC(=O)c2cccs2)cc1
  -7%	0.8	3	0	x	0.2%	-15	0	-1
COC(=O)c1ccc(OC(=O)CCN2c3ccccc3Sc3ccccc32)cc1
  7%	-0.2	3	-9	-8	1.4%	-1	x	-5
COC(=O)Cn1c(C)nc([N+](=O)[O-])c1Br
  -4%	0.0	2	-3	-5	-0.4%	6	-2	-1
CCOC(=O)/C(=C/Nc1ccc(F)cc1)[N+](=O)[O-]
  -1%	-0.2	1	0	-2	7.0%	0	7	-4
COc1ccc(/C(O)=C2/C(=O)C(=O)N(c3ccccn3)C2c2ccc(OC)cc2)cc1 (centres undefined)
  -6%	-0.9	4	-2	2	u	-23	4	-3
CCCCNS(=O)(=O)c1ccc2nc(SCC(=O)Nc3sccc3C#N)[nH]c2c1
  u	-0.5	6	2	-10	-0.6%	-15	9	-12
O=C(COc1ccc(Cl)cc1Cl)N/N=C/c1ccccn1
  -17%	-0.6	4	-4	-11	3.2%	4	15	5
CCOc1ccc(CCNC(=O)c2ccc(-n3c(C)cc4c3CCC(C)C4)cc2)cc1OCC (centres undefined)
  2%	-0.5	1	11	-2	2.5%	10	0	-2
COc1cc(NC(=O)N2CCC(CN3CCOCC3)CC2)cc(OC)c1OC
  -9%	0.2	1	11	0	-0.5%	-13	x	-2
CCOC(=O)C1CCN(Cc2nc3ccccc3c(=O)n2-c2ccc(OCC)cc2)CC1
  -7%	-0.5	0	4	1	0.6%	18	-3	-2
CCN(CC)Cc1c(C(=O)N/N=C/c2cccc(OCc3ccc(F)cc3)c2)nnn1-c1nonc1N
  -13%	0.5	3	-1	-2	-1.3%	-15	0	-1
COc1ccc(CNC(=O)CSc2nccn(-c3ccc(F)c(F)c3)c2=O)cc1
  x	-0.2	2	18	-20	1.4%	-12	-4	5
CCC(=O)NC(Nc1sc2c(c1C(=O)OC)CCC2)C(Cl)(Cl)Cl (centres undefined)
  -6%	0.4	1	4	x	-0.8%	4	8	14
N#CC1C(C#N)N2CCCN2C1c1ccc(Cl)cc1 (centres undefined)
  1%	0.3	-1	2	0	0.9%	-2	0	-6
Cc1ccccc1-c1noc(CSc2nnc(Cc3ccccc3)n2-c2ccc(F)cc2)n1
  1%	2.5	27	25	-26	-0.8%	10	0	0
Cc1nc(N2CCCC2)c2c(C(=O)Nc3cccc(Cl)c3)c(C)oc2n1
  0%	-0.6	0	10	9	0.7%	11	-4	0
CCOc1ccc(S(=O)(=O)N(C)c2ccc(OCC(=O)N3CCOCC3)cc2)cc1
  -4%	0.3	1	-8	-2	-1.1%	-17	-8	-11
CCOc1cccc2c1OC1(C)CC2NC(=O)N1c1cccc(C(=O)NCc2ccccn2)c1 (centres undefined)
  -12%	-0.1	3	4	6	2.3%	36	12	0

# In a second layout: entries from further up.
smiles,Anesthetic bind,TRHR ag,D1 agonist,TRHR enhancer,RXFP1 antagonist,RXFP1 ag,D1 antagonist,D2 potentiator,D1 potentiator
CCCCNS(=O)(=O)c1ccc2nc(SCC(=O)Nc3sccc3C#N)[nH]c2c1,u,-0.5,6,2,-10,-0.6%,-15,9,-12
O=C(COc1ccc(Cl)cc1Cl)N/N=C/c1ccccn1,-17%,-0.6,4,-4,-11,3.2%,4,15,5
CCOc1ccc(CCNC(=O)c2ccc(-n3c(C)cc4c3CCC(C)C4)cc2)cc1OCC (centres undefined),2%,-0.5,1,11,-2,2.5%,10,0,-2
COc1cc(NC(=O)N2CCC(CN3CCOCC3)CC2)cc(OC)c1OC,-9%,0.2,1,11,0,-0.5%,-13,x,-2
CCOC(=O)C1CCN(Cc2nc3ccccc3c(=O)n2-c2ccc(OCC)cc2)CC1,-7%,-0.5,0,4,1,0.6%,18,-3,-2
CCN(CC)Cc1c(C(=O)N/N=C/c2cccc(OCc3ccc(F)cc3)c2)nnn1-c1nonc1N,-13%,0.5,3,-1,-2,-1.3%,-15,0,-1
COc1ccc(CNC(=O)CSc2nccn(-c3ccc(F)c(F)c3)c2=O)cc1,x,-0.2,2,18,-20,1.4%,-12,-4,5
CCC(=O)NC(Nc1sc2c(c1C(=O)OC)CCC2)C(Cl)(Cl)Cl (centres undefined),-6%,0.4,1,4,x,-0.8%,4,8,14
N#CC1C(C#N)N2CCCN2C1c1ccc(Cl)cc1 (centres undefined),1%,0.3,-1,2,0,0.9%,-2,0,-6
Cc1ccccc1-c1noc(CSc2nnc(Cc3ccccc3)n2-c2ccc(F)cc2)n1,1%,2.5,27,25,-26,-0.8%,10,0,0
Cc1nc(N2CCCC2)c2c(C(=O)Nc3cccc(Cl)c3)c(C)oc2n1,0%,-0.6,0,10,9,0.7%,11,-4,0

# Screening results (PubChem)

# An excerpt (hit frequency here may not be typical).
